High-throughput results (PubChem)
CXCR6 inh = CXCR6 receptor inhibitors, primary screen, cell-based, beta-arrestin, luminescence, CHO-K1 PathHunter, 1536-well. C-X-C chemokine receptor type 6 (Homo sapiens), O00574. inhibition, % at 20 µM. actives 0.36% (n = 360,000); in the data active = inhibition above about 34%, passing the limit was not always enough;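 note: antagonist mode with CXCL16 agonist at 10 nM final; 0% = 10 nM CXCL16 with DMSO and 100% = unstimulated wells without agonist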
CCR6 antag = CCR6 receptor antagonists, primary screen, cell-based, CHO-K1, luminescence, beta-arrestin, uHTS. inhibition, % at 20 µM. CHO-K1 CCR6 PathHunter beta-arrestin, CCL20-stimulated. actives 0.49% (n = 340,000);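 active = compounds whose inhibition of the agonist-driven luminescence signal at 20 µM reaches about 50%, limit read from the data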;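 note: cells stimulated with CCL20 at 14 nM final; plate controls were DMSO with CCL20 for no effect and DMSO without agonist for full effect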
UBC13 inh = UBC13 polyubiquitin chain formation inhibitors, primary screen, biochemical, TR-FRET, uHTS. Ubiquitin-conjugating enzyme E2 N (Homo sapiens), P61088. inhibition, % at 20 µM. actives 0.47% (n = 330,000); in the data active = inhibition above about 45%, passing the limit was not always enough
Target sequence (P61088 whole entry, looked up): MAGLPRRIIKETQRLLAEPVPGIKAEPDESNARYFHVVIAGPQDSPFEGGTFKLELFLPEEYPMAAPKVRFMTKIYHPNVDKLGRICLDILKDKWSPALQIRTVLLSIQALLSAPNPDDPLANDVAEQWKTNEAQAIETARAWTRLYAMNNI
697 NFkB inh = inhibitors of PMA/ionomycin-induced NF-kB reporter, 697 cells, primary screen, B-cell NF-kB inhibitor project, cell-based, luminescence, uHTS | inhibition, % at 4 µM | 697 B-cell NF-kB luciferase reporter, 16 h | AID 435022, 2010 | actives 0.33% (n = 330,000); in the data active = inhibition above about 35%
EBI2 antag = EBI2 receptor antagonists, beta-arrestin recruitment, primary screen, cell-based, luminescence, 7a,25-OHC stimulation, uHTS | G-protein coupled receptor 183 (Homo sapiens), P32249 | 7a,25-OHC stimulated | inhibition, % at 5 µM | actives 0.81% (n = 360,000) | AID 651636, 2012; in the data active = inhibition above about 38%;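 note: enzyme fragment complementation signal reports receptor beta-arrestin coupling in cells; 0% = agonist plus DMSO wells and 100% = wells without agonist; some results beyond the cut were filed as inactive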
Target sequence (P32249 whole entry, looked up, the tested form may be a part): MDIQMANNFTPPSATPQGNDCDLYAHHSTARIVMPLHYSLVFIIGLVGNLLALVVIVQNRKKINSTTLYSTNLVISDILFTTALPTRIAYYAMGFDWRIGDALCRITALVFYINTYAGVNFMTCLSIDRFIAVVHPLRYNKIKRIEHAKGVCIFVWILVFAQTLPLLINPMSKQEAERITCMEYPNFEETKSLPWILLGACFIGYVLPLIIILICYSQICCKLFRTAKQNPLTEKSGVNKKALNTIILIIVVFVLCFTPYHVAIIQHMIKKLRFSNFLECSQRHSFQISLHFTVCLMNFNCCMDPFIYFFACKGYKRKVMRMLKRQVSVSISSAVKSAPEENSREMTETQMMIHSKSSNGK
APJ antag = antagonists of human apelin receptor APJ, primary screen, CHO-K1 cells, beta-arrestin complementation, luminescence; inhibition, % at 20 µM; actives 0.32% (n = 330,000);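 active = inhibition above about 40% at 20 µM, limit read from the data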;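 note: cells challenged with 10 nM apelin-13 agonist together with compound; plate controls were apelin-13 plus DMSO wells for no effect and DMSO wells lacking apelin-13 for full effect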
Target sequence (P35414 whole entry, looked up): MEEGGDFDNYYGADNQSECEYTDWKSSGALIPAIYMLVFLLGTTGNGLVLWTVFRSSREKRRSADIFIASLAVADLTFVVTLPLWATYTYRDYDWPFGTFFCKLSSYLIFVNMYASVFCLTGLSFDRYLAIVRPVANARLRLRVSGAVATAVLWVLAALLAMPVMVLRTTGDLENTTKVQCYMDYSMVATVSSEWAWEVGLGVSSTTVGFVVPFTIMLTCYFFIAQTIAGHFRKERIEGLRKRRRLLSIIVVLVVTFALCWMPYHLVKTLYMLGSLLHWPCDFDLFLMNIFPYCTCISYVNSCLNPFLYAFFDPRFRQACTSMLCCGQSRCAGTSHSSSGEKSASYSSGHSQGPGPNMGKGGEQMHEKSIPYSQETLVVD
Jurkat NFkB inh = inhibitors of induced NF-kB luciferase reporter, primary screen, TCR NF-kB activation inhibitor project, cell-based, luminescence, uHTS; Jurkat, PMA/ionomycin-induced NF-kB luciferase reporter; inhibition, % at 4 µM; actives 0.53% (n = 330,000); AID 435003, 2010; in the data active = inhibition above about 50%
Gli-Sufu block = Gli-Sufu pathway antagonists, primary screen, luciferase luminescence, Sufu-KO-LIGHT cells, uHTS; actives 0.74% (n = 340,000); AID 588413, 2011; Sufu-KO-LIGHT fibroblasts, Gli luciferase reporter luminescence; inhibition, % at 5 µM;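 active = inhibition above about 55%, limit read from the data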;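 note: 0% = DMSO-treated cells and 100% = wells with medium but no cells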
The depositor's hits bear a star.

`COC(=O)CNC(=O)CNC(=O)Nc1ccccc1` gave CXCR6 inh -8.3, CCR6 antag -9.8, UBC13 inh 9.2, 697 NFkB inh 32.0, EBI2 antag -1.2, APJ antag 1.6, Jurkat NFkB inh 6.1 and Gli-Sufu block 3.7.
`COc1ccccc1N1CCN(C(=O)C(=O)c2c(C)n(C)c3ccccc23)CC1` gave CXCR6 inh -1.6, CCR6 antag 5.1, UBC13 inh -17.5, 697 NFkB inh -21.5, EBI2 antag -0.5, APJ antag 3.9, Jurkat NFkB inh 15.5 and Gli-Sufu block 9.7.
`O=C(CSc1n[nH]c(=O)n1C1CC1)Nc1ccc(F)c(Cl)c1` gave CXCR6 inh -1.0, CCR6 antag 4.9, UBC13 inh -9.6, 697 NFkB inh -2.4, EBI2 antag -2.5, APJ antag -1.1, Jurkat NFkB inh -6.7 and Gli-Sufu block -6.9.
Screening NC(=O)CCc1nc2cc(C(F)(F)F)ccc2n(Cc2ccccc2)c1=O returned CXCR6 inh 3.6, CCR6 antag 7.0, UBC13 inh 0.7, 697 NFkB inh 7.0, EBI2 antag 18.8, APJ antag 1.6, Jurkat NFkB inh 18.6 and Gli-Sufu block 23.2.
COc1ccc(CC(=O)OCC(=O)Nc2cccc(C(C)=O)c2)cc1OC was read as CXCR6 inh 6.0, CCR6 antag 9.5, UBC13 inh 0.6, 697 NFkB inh 14.6, EBI2 antag -0.6, APJ antag 16.1, Jurkat NFkB inh 8.0 and Gli-Sufu block -1.3.
For CCOC(=O)c1c(NC(=O)COC)sc(C)c1C the results were CXCR6 inh -3.1, CCR6 antag 5.1, UBC13 inh -3.5, 697 NFkB inh 10.9, EBI2 antag -7.8, APJ antag 16.5, Jurkat NFkB inh 19.5 and Gli-Sufu block 25.5.
For CCOC(=O)c1c(C)[n+](-c2ccc(C)cc2)c(CC)c2cc(OC)c(OC)cc12 the results were CXCR6 inh 12.3, CCR6 antag 16.0, UBC13 inh 15.5, 697 NFkB inh 7.1, EBI2 antag 3.2, APJ antag 10.4, Jurkat NFkB inh 1.0 and Gli-Sufu block 8.1.
For CCOc1ccccc1NC(=S)N1CCCCCC1 the results were CXCR6 inh 7.6, CCR6 antag -7.9, UBC13 inh 6.1, 697 NFkB inh -9.6, EBI2 antag -1.7, APJ antag 16.9, Jurkat NFkB inh 1.5 and Gli-Sufu block 13.3.
Screening Cc1cc(C)n2nc(SCC(=O)N(CCC#N)c3ccccc3F)nc2n1 returned CXCR6 inh -4.3, CCR6 antag 9.2, UBC13 inh -3.4, 697 NFkB inh 8.7, EBI2 antag 4.0, APJ antag 2.5, Jurkat NFkB inh -7.3 and Gli-Sufu block 2.1.
`COc1ccc(NC(=O)CSCC(=O)Nc2ccccc2C(=O)N2CCCCC2)cc1` gave CXCR6 inh 12.1, CCR6 antag 8.8, UBC13 inh 3.6, 697 NFkB inh 11.5, EBI2 antag -6.0, APJ antag 0.4, Jurkat NFkB inh 4.4 and Gli-Sufu block -1.5.
`CCOC(=O)N1CCN(C(=O)c2ccc(N(Cc3ccccc3)S(C)(=O)=O)cc2)CC1` gave CXCR6 inh -9.0, CCR6 antag 5.7, UBC13 inh 4.3, 697 NFkB inh 15.6, EBI2 antag 6.9, APJ antag -12.3, Jurkat NFkB inh -18.4 and Gli-Sufu block 5.2.
`CC(=O)N/C(=C/c1ccc2c(c1)OCO2)C(=O)N1CCOCC1` gave CXCR6 inh -4.2, CCR6 antag 8.2, UBC13 inh 1.5, 697 NFkB inh -0.1, EBI2 antag -12.1, APJ antag 16.2, Jurkat NFkB inh -5.3 and Gli-Sufu block 17.1.
For CC(C)(C)c1ccc(C(=O)N2CCN(CCNC(=O)C(=O)NCc3ccccc3)CC2)cc1 the results were CXCR6 inh -4.9, CCR6 antag 2.6, UBC13 inh 0.2, 697 NFkB inh -28.9, EBI2 antag -2.1, APJ antag -13.6, Jurkat NFkB inh -12.7 and Gli-Sufu block 7.2.
Screening CCn1c(=O)cc(SCC(=O)NCc2ccc(C)o2)c2ccccc21 returned CXCR6 inh -1.3, CCR6 antag 11.2, UBC13 inh -3.2, 697 NFkB inh 11.9, EBI2 antag -7.0, APJ antag 6.5, Jurkat NFkB inh 24.5 and Gli-Sufu block -4.5.
Oc1ccc(Cl)cc1CNc1ccccn1 was read as CXCR6 inh -13.0, CCR6 antag 11.5, UBC13 inh 9.1, 697 NFkB inh -10.8, EBI2 antag 2.0, APJ antag 7.1, Jurkat NFkB inh -6.3 and Gli-Sufu block -2.9.
CCn1c(-c2cc(OC)c(OC)c(OC)c2)n[nH]c1=S was read as CXCR6 inh 1.4, CCR6 antag -1.6, UBC13 inh -0.7, 697 NFkB inh -19.7, EBI2 antag -16.0, APJ antag -13.2, Jurkat NFkB inh -22.5 and Gli-Sufu block 7.2.
O=C(Nc1ccc(N2CCOCC2)cc1)C1CCN(S(=O)(=O)Cc2ccccc2)CC1 was read as CXCR6 inh -11.8, CCR6 antag 7.6, UBC13 inh -1.4, 697 NFkB inh -28.6, EBI2 antag -4.4, APJ antag -10.7, Jurkat NFkB inh -7.3 and Gli-Sufu block -2.9.
For Cc1ccc(C2=NN(CC(=O)NCc3ccco3)C(=O)CC2)cc1 the results were CXCR6 inh -0.9, CCR6 antag -0.6, UBC13 inh 10.6, 697 NFkB inh 18.0, EBI2 antag -7.8, APJ antag -4.0, Jurkat NFkB inh 10.8 and Gli-Sufu block 0.8.
For COc1cc(/C=C2\SC(=S)N(N3CCOCC3)C2=O)ccc1O the results were CXCR6 inh 40.1*, CCR6 antag 32.7, UBC13 inh -1.1, 697 NFkB inh -8.2, EBI2 antag 21.2, APJ antag 50.6*, Jurkat NFkB inh 2.9 and Gli-Sufu block 7.9.
`CCn1nc(C)cc1C(=O)N1CCCC(N(C)CCc2ccc(OC)c(OC)c2)C1` (stereo unspecified) gave CXCR6 inh -5.4, CCR6 antag 14.3, UBC13 inh -3.4, 697 NFkB inh -3.4, EBI2 antag -2.7, APJ antag 6.2, Jurkat NFkB inh -0.6 and Gli-Sufu block 1.0.
COc1ccc(NC2CCCN(C(=O)CCN3CCOCC3)C2)cc1 (stereo unspecified) was read as CXCR6 inh -1.0, CCR6 antag -0.8, EBI2 antag 8.5 and Gli-Sufu block 7.8.
`Cc1cc(C)nc(SCC(=O)NC2CCCC2)n1` gave CXCR6 inh -1.0, CCR6 antag -1.4, UBC13 inh -9.1, 697 NFkB inh 4.8, EBI2 antag -5.3, APJ antag 14.0, Jurkat NFkB inh -6.1 and Gli-Sufu block -0.2.
COc1ccc(N(CC(=O)N2CCC(C)CC2)S(=O)(=O)c2c(C)nn(C)c2C)cc1 was read as CXCR6 inh 0.6, CCR6 antag 11.2, UBC13 inh -3.6, 697 NFkB inh 17.6, EBI2 antag -1.5, APJ antag 2.1, Jurkat NFkB inh -1.4 and Gli-Sufu block -2.3.
Cn1c(=O)[nH]c(NC2CCCCC2)c(N=O)c1=O was read as CXCR6 inh -0.3, CCR6 antag -6.2, UBC13 inh 6.0, 697 NFkB inh -5.9, EBI2 antag -4.7, APJ antag 13.3, Jurkat NFkB inh -6.7 and Gli-Sufu block -3.7.
C/C=C/Cn1c(N(C)Cc2ccccc2)nc2c1c(=O)[nH]c(=O)n2C was read as CXCR6 inh 2.7, CCR6 antag 9.6, UBC13 inh -1.7, 697 NFkB inh -38.3, EBI2 antag 6.9, APJ antag -63.6, Jurkat NFkB inh -18.9 and Gli-Sufu block 9.4.
`CC12CCCCC1NS(=O)(=O)OC2` (stereo unspecified) gave CXCR6 inh 5.7, CCR6 antag 0.2, UBC13 inh -2.8, 697 NFkB inh 12.9, EBI2 antag 1.6, APJ antag -27.5, Jurkat NFkB inh 1.7 and Gli-Sufu block 0.0.
`CCCn1nc(C(=O)N2CCN(S(=O)(=O)c3ccc(C)c(C)c3)CC2)c2ccccc2c1=O` gave CXCR6 inh 6.9, CCR6 antag 8.4, UBC13 inh 4.7, 697 NFkB inh 14.8, EBI2 antag -2.6, APJ antag 18.0, Jurkat NFkB inh -7.4 and Gli-Sufu block 11.5.
For CCOC(=O)c1ccc(NC(=O)c2cc(S(=O)(=O)N3CCOCC3)ccc2O)cc1 the results were CXCR6 inh -6.9, CCR6 antag 4.8, UBC13 inh 15.3, 697 NFkB inh 3.4, EBI2 antag -1.2, APJ antag 23.8, Jurkat NFkB inh -3.4 and Gli-Sufu block 1.1.
`Cc1csc(-c2cnn(-c3ccccc3)c2NC(=O)c2ccc(C(F)(F)F)cc2)n1` gave CXCR6 inh 5.5, CCR6 antag -1.1, UBC13 inh -0.1, 697 NFkB inh -15.2, EBI2 antag 9.3, APJ antag -7.4, Jurkat NFkB inh -7.7 and Gli-Sufu block 2.3.
Screening Cc1c(C(=O)NC2CCCc3ccccc32)oc2ccccc12 (stereo unspecified) returned CXCR6 inh 2.7, CCR6 antag 23.6, UBC13 inh 3.3, 697 NFkB inh -16.5, EBI2 antag 5.7, APJ antag 10.3, Jurkat NFkB inh -4.8 and Gli-Sufu block -19.6.
CC(=O)Nc1ccc(NC(=O)C(C)OC(=O)c2ccc(N(C)C)cc2)cc1 (stereo unspecified) was read as CXCR6 inh -7.5, CCR6 antag -11.7, UBC13 inh -18.3, 697 NFkB inh -23.2, EBI2 antag -6.9, APJ antag -13.2, Jurkat NFkB inh 4.8 and Gli-Sufu block 3.9.
Screening Cc1cc(S(=O)(=O)NCCCN2CCOCC2)c(Cl)cc1Cl returned CXCR6 inh -9.0, CCR6 antag 17.8, UBC13 inh 2.9, 697 NFkB inh -12.2, EBI2 antag -3.7, APJ antag 1.8, Jurkat NFkB inh -8.2 and Gli-Sufu block 5.2.
For CC1(C)CC(=O)C2=C(C1)OC(N)=C(C#N)C2C1C=CCCC1 (stereo unspecified) the results were CXCR6 inh -5.0, CCR6 antag 11.5, UBC13 inh 3.8, 697 NFkB inh 12.8, EBI2 antag -2.6, APJ antag 8.0, Jurkat NFkB inh 13.7 and Gli-Sufu block 8.5.
For CC(=O)NC(Cc1c[nH]c2ccccc12)C(=O)NCCc1ccccn1 (stereo unspecified) the results were CXCR6 inh 0.5, CCR6 antag 10.5, UBC13 inh -3.5, 697 NFkB inh -3.8, EBI2 antag -3.3, APJ antag -7.2, Jurkat NFkB inh 7.7 and Gli-Sufu block -16.2.
CO/N=C(\Cn1ncc(NC2CCCCC2)c(Br)c1=O)c1ccc(Cl)cc1 was read as CXCR6 inh 0.8, CCR6 antag 8.7, UBC13 inh -7.8, 697 NFkB inh -20.9, EBI2 antag -14.0, APJ antag 8.7, Jurkat NFkB inh 1.3 and Gli-Sufu block 5.6.

A section from the list above, for reference:
Screening Cc1cc(S(=O)(=O)NCCCN2CCOCC2)c(Cl)cc1Cl returned CXCR6 inh -9.0, CCR6 antag 17.8, UBC13 inh 2.9, 697 NFkB inh -12.2, EBI2 antag -3.7, APJ antag 1.8, Jurkat NFkB inh -8.2 and Gli-Sufu block 5.2.
For CC1(C)CC(=O)C2=C(C1)OC(N)=C(C#N)C2C1C=CCCC1 (stereo unspecified) the results were CXCR6 inh -5.0, CCR6 antag 11.5, UBC13 inh 3.8, 697 NFkB inh 12.8, EBI2 antag -2.6, APJ antag 8.0, Jurkat NFkB inh 13.7 and Gli-Sufu block 8.5.
For CC(=O)NC(Cc1c[nH]c2ccccc12)C(=O)NCCc1ccccn1 (stereo unspecified) the results were CXCR6 inh 0.5, CCR6 antag 10.5, UBC13 inh -3.5, 697 NFkB inh -3.8, EBI2 antag -3.3, APJ antag -7.2, Jurkat NFkB inh 7.7 and Gli-Sufu block -16.2.
CO/N=C(\Cn1ncc(NC2CCCCC2)c(Br)c1=O)c1ccc(Cl)cc1 was read as CXCR6 inh 0.8, CCR6 antag 8.7, UBC13 inh -7.8, 697 NFkB inh -20.9, EBI2 antag -14.0, APJ antag 8.7, Jurkat NFkB inh 1.3 and Gli-Sufu block 5.6.
